# Compound activity: PubChem, National Center for Advancing Translational Sciences (NCATS)
# FUS yeast rescue = qHTS for Suppressors of FUS Proteinopathy: Primary screen using FUS-linked yeast assay | S. cerevisiae FUS-expressing, growth rescue, OD600, 24 h | Potency, µM (doses to about 76.6 µM), inactives show top-dose growth rescue (activation), most hits filed as activators | 390,000 compounds, 0.24% hits | AID 1347120, 2019;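 note: potency is the fitted concentration of half-maximal effect; plate controls were DMSO vehicle for no effect and reference control for full effect; nearly all actives have a fitted effect of over 55% in size; some results filed as inactive show a strong effect at the top dose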
#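 Toxicity suppression screen in FUS-yeast. Cells induced with 2% galactose, starting OD 0.005, treated 24hr at 30C with compounds at multiple final concentrations; growth by OD600.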
# aSyn yeast inh = qHTS of alpha-syn Inhibitors. Yeast expressing alpha-synuclein, growth rescue, BacTiter-Glo, 24 h. Potency, µM (titrated, usually from 46.1 µM), inactives show top-dose growth rescue (activation), most hits filed as activators. 370,000 compounds, 0.14% hits. AID 652106, 2013; note: potency is the fitted concentration of half-maximal effect; % of control where 0% means no effect; nearly all actives have a fitted effect of over 65% in size
#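 Screening used galactose-induced yeast with toxic alpha-synuclein levels, exposed to compound for 24 hr at 30 deg C. Cell growth, read with BacTiter-Glo luminescence, gave the measured signal.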
# TDP43 rescue = qHTS of TDP-43 Inhibitors; TDP-43 expressing yeast growth rescue, BacTiter-Glo, 24 h; Potency, µM (doses to about 46.1 µM), without a hit: at the highest dose growth rescue (activation), hits mostly activators; 410,000 compounds, 1.8% hits; note: potency is the fitted concentration of half-maximal effect; % of control where 0% means no effect; nearly all actives have a fitted effect of over 50% in size
#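 In this qHTS, compounds that restore growth of yeast expressing TDP-43 appear as activators. Cells (OD600=0.02, galactose medium, raffinose-pregrown) are incubated with compound 24 hr at 30 deg C and growth is quantified by BacTiter-Glo.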
# EPAC2 antag = qHTS for Antagonist of cAMP-regulated guanine nucleotide exchange factor 2 (EPAC2): primary screen. Potency, µM (highest dose often 114 µM), inactives show at the top dose activity, negative = inhibition, hits mostly inhibitors. Rap guanine nucleotide exchange factor 4 (Homo sapiens), Q8WZA2. EPAC2 GEF exchange of Rap1B-BODIPY-GDP, fluorescence. 360,000 compounds, 0.18% hits; note: potency is the fitted concentration of half-maximal effect; % is set by controls: 0 for no effect and ±100 for the full control effect; nearly all actives have a fitted effect of over 45% in size; many of its hits are not listed in these tables
# Target sequence (Q8WZA2 whole entry, looked up): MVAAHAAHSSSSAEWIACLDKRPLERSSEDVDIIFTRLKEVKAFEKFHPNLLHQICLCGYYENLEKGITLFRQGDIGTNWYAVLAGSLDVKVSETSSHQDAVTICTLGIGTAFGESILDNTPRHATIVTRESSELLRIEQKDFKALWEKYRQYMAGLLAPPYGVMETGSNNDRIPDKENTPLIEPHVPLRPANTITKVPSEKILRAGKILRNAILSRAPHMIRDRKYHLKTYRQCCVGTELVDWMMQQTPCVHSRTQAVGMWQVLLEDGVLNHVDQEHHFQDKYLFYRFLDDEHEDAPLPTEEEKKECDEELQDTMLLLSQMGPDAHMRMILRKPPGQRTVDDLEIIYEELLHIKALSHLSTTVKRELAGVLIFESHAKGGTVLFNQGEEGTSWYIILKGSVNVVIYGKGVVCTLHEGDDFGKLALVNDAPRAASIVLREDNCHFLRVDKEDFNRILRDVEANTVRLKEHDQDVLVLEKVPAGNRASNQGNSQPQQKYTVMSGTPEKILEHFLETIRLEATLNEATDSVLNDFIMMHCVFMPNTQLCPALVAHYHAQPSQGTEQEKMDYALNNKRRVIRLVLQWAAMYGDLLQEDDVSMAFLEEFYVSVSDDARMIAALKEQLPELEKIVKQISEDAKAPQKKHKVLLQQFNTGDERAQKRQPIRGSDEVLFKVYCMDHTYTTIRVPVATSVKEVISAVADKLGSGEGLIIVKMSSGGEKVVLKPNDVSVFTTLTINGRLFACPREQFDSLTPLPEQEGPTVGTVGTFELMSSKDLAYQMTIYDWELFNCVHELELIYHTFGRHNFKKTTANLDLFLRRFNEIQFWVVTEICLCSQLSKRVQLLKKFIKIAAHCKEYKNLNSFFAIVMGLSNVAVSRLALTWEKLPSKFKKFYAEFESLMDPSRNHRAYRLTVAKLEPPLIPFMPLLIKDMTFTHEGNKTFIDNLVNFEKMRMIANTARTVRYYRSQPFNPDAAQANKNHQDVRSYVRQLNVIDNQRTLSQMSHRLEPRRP
# Abeta rescue = qHTS for compounds that reverse cellular toxicity of Amyloid beta (A-beta) peptide in yeast: Primary Screen. yeast expressing A-beta42, growth rescue, OD600, 48 h; response scale: 0% DMSO, 100% iron-clioquinol control. Potency, µM (highest dose often 46.1 µM), for the others: top-dose growth rescue, actives largely listed as activators. 410,000 compounds, 0.063% hits. AID 1347071, 2019; note: potency is the fitted concentration of half-maximal effect; nearly all actives have a fitted effect of over 55% in size
#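 Yeast A-beta toxicity model in growth medium with pinned compounds, 48 h at 30 C; growth read as absorbance at 600 nm. Normalized to FeCl3/clioquinol equimolar mix (positive) and DMSO (negative).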
# DRD3 agonist = qHTS of D3 Dopamine Receptor Agonist: qHTS; D(3) dopamine receptor (Homo sapiens), P35462; D3R DiscoveRx beta-arrestin cells, luminescence, 90 min; max activation, %; 410,000 compounds, 0.58% hits; AID 652048, 2013; in the data active = max activation above about 30%; note: 0% is about no effect; mostly tested at two doses, the higher about 12 µM
#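 Cells at 1500/well, incubated overnight, then treated with pinned compounds (dopamine as control) for 90 min at 37 degrees C. DiscoveRx reagent added for 30 - 60 minutes at room temperature; luminescence read.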
# EPAC2 agonist = qHTS for Agonist of cAMP-regulated guanine nucleotide exchange factor 4 (EPAC2): primary screen. 360,000 compounds, 0.079% hits. EPAC2 activation, biochemical qHTS; response scale: 100% = 6.5 mM cAMP response. Rap guanine nucleotide exchange factor 4 (Homo sapiens), Q8WZA2. Potency, µM (titrated, usually from 154 µM), without a hit: at the top dose activation, usual class: activators; note: potency is the fitted concentration of half-maximal effect; nearly all actives have a fitted effect of over 50% in size
#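 Readout is BODIPY fluorescence (480 nm excitation, 540 nm emission), which falls as labeled GDP is exchanged off Rap1B. EPAC2 at 100 nM acted on 250 nM RAP1B-BODIPY-GDP with 50 uM GDP present.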
# D3 antag = qHTS of D3 Dopamine Receptor Antagonist: qHTS. 360,000 compounds, 2.5% hits. AID 652054, 2013. max response, negative = inhibition, %. D(3) dopamine receptor (Homo sapiens), P35462. D3R cells, DiscoveRx beta-arrestin luminescence, antagonist mode; stronger effect = lower value; in the data active = max response below about -50%; inconclusive = no clear call, values can overlap the other calls; note: % is set by controls: 0 for no effect and ±100 for the full control effect; mostly tested at two doses, the higher about 12 µM
#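 Cells expressing the human receptor were seeded at 1500 cells/well, incubated overnight at 37 degrees C in 5% CO2, then exposed to library compounds with dopamine controls for 90 minutes at 37 degrees C before luminescent detection.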
# * marks the source's active call; other numbers are inactive results; ? = inconclusive; . = not tested or not shown; & = joins results of further samples; [ ] = dose if it differs, or a comment. Unless noted, calls come from the whole dose curve; as a rule, active = well fitted curve in the direction sought with a large enough effect; inconclusive = small, poorly fitted or top-dose-only effect, or another doubt; inactive = no such curve, though single readings can be large; an effect the other way counts as inactive or inconclusive. Some of the compounds tested; rates above refer to the full screens.
SMILES,FUS yeast rescue,aSyn yeast inh,TDP43 rescue,EPAC2 antag,Abeta rescue,DRD3 agonist,EPAC2 agonist,D3 antag
Cc1cccc(-n2c(-c3ccncc3)n[nH]c2=S)c1C,-21%,2%,6%,2%,-3%,-18,-4%,-9
COC(=O)[C@@]12CCCCN1[C@H](c1ccc(-c3ccc(F)cc3)cc1)[C@H]1C(=O)N(C)C(=O)[C@H]12,42%,-2%,-1%,4%,3%,-20,-4%,1
CC(C)(C)C(=O)NC(=S)Nc1ccc(Cc2ccncc2)cc1,5%,6%,9%,5%,17%,1,16%,13
CCN(CC)S(=O)(=O)c1ccc2c(c1)nc(SCC(=O)N1CCCCCC1)n2-c1ccc(OC)cc1,?,8%,5%,-5%,15%,-3,11%,-19
O=C(O)c1cccc(CSc2ncccn2)c1,-27%,-1%,-13%,3%,3%,7,3%,-22
Cc1sc(-n2cccc2)c(C(C)NC(=O)Nc2cccc(C(F)(F)F)c2)c1C (stereo unspecified),-10%,.,23%,.,-1%,9,.,.
Cc1ccc(NC(=O)Cn2c(=O)n(-c3ccc(C)cc3)c(=O)c3ccc(C(=O)NCc4ccccc4Cl)cc32)cc1,-3%,1%,7%,.,-8%,-3,.,.
Cc1cc(/C=N/N2CCN(C)CC2)c(C)n1-c1ccc(Cl)cc1,?,0%,7%,2%,-11%,-13,9%,-13
Cc1ccc(S(=O)(=O)N2[C@@H](c3ccc(Br)cc3)C(C(=O)O)=CC[C@H]2c2ccc(Cl)cc2)cc1,-1%,0%,-46%[inhibitor],?,-29%,-15,-16%,-3
CC(=O)c1nnn(-c2ccc(Cl)cc2C#N)c1C,-10%,-6%,-11%,7%,-17%,12,8%,-6
CC(C)(C)C(CN1CCCC1)OC(=O)c1ccccc1 (stereo unspecified),14%,0%,-17%,1%,-7%,-14,8%,-4
CC(C)(C)OC(=O)N1CCc2onc(-c3ccc(N)cc3)c2C1=O,19%,-4%,5%,10%,3%,1,2%,1
COc1ccccc1NC(=O)CSc1nc2c(oc3ccccc32)c(=O)n1-c1ccccc1F,2%,.,18%,.,-2%,9,.,.
CCOC(=O)c1cc2sccc2n1CC(=O)OC(C)C,21%,6%,13%,-6%,9%,-4,7%,3
O=C(CSc1nc(=O)n(CCCN2CCOCC2)c2c1CCCC2)Nc1ccc(F)cc1,6%,4%,12%,9%,-8%,-2,4%,12
CCNc1nc(N)nc(Oc2ccc(OCC(=O)OC)nn2)n1,10%,.,5%,.,-15%,-5,.,.
Cc1cc(C)nc(SCC(=O)O)n1,3%,-1%,1%,-4%,4%,1,2%,3
N#Cc1ccc(OCC(=O)NNC(=O)C2CCCCC2)cc1,-10%,-1%,20%,4%,14%,7,6%,3
O=C(NCc1ccccc1)c1ccc(Cn2c(=O)c3cccn3c3cccnc32)cc1,-3%,.,14%,.,-7%,-8,.,.
CCN(CC)S(=O)(=O)c1ccc2c(c1)nc(-c1ccccn1)n2C,7%,1%,17%,-1%,-10%,-11,6%,-25
C=CCc1c(OC(C)=O)c2ccccc2n(C)c1=O,.,10%,-6%,2%,0%,23,1%,106
NS(=O)(=O)c1ccc(CNC(=O)CCCSc2ccccc2)cc1,4%,1%,2%,1%,-2%,-1,6%,-6
CC1CN(S(=O)(=O)c2cccc(C(=O)N3CCC(C(N)=O)CC3)c2)CC(C)O1 (stereo unspecified),-2%,2%,9%,7%,7%,-6,8%,-13
Cc1cc(OC(=O)c2ccco2)c2c(C)cc(=O)oc2c1,-6%,12%,-14%,-4%,18%,22,3%,-10
COc1ccc(NC(=O)CC2C(=O)N(Cc3cccs3)C(=S)N2C(C)C)cc1 (stereo unspecified),-2%,2%,5%,-8%,3%,17,8%,0
SMILES,FUS yeast rescue,aSyn yeast inh,TDP43 rescue,EPAC2 antag,Abeta rescue,DRD3 agonist,EPAC2 agonist,D3 antag
O/N=C(/CCc1ccccc1)C1(O)CCCCC1,-15%,?,18%,0%,?,9,4%,12
CCCNC(=O)c1cccc(Cn2nc(C)c(Br)c2C)c1,25%,2%,?,2%,?,2,-3%,36
Cc1ccc(F)cc1NC(=O)C1C2CCC(O2)C1C(=O)O (stereo unspecified),-5%,0%,14%,8%,-5%,6,-2%,0
CCOC(=O)c1cc(OC(=O)c2cccc(C)c2)n(-c2ccccc2)n1,-3%,-28%,?,.,-11%,3,.,.
CCCCCC(=O)N1CCN(CCN=CC2=C(O)CC(c3ccc(OC)c(OC)c3)CC2=O)CC1 (stereo unspecified),21%,7%&2%,-28%&7%,13%,-16%&18%,3&1,6%&-12%,9&-8
C=C(C)COc1ccc(-c2nc(N)ncc2Oc2ccccc2OC)c(O)c1,8%,3%,-4%,-14%,-6%,-3,-3%,4
CN(C)C(=O)C1OC(C)(C)OC1C(=O)N(C)C (stereo unspecified),-7%,3%,-8%,6%,5%,0,6%,2
CC(C)CNC(=O)C1CCN(c2ccc(S(=O)(=O)N3CCOCC3)cc2Cl)CC1,11%,-1%,-13%,-2%,-2%,15,-5%,15
COC(=O)C1=CN(C2CCCCC2)C=C(C(=O)OC)C1c1ccc2c(c1)OCO2,-27%,0%,?,-18%[57.1 µM],-16%,-3,21%,1
CC(=O)c1ccc(NC(=O)CC2S/C(=N/N=C3CCCCCC3)NC2=O)cc1 (stereo unspecified),?,-1%,19%,-13%,0%,-1,4%,-1
CCc1ccc(S(=O)(=O)c2cn(CC)c3cc(N4CCOCC4)c(F)cc3c2=O)cc1,3%,.,26%,.,1%,3,.,.
O=c1c2oc3ccccc3c2n(Cc2ccccc2Cl)c(=O)n1Cc1ccco1,-1%,.,2%,.,-13%,-9,.,.
CCCN(CCC)C(=O)Cn1c(=O)n(-c2cccc(C)c2)c(=O)c2c1c1cc(OC)ccc1n2C,?,.,16%,.,7%,-4,.,.
CN(C)S(=O)(=O)c1cccc(NC(=O)COc2ccc3ccccc3c2)c1,22µM*,13%,29%,1%,5%,0,15%,6
Cc1nnc(SCc2ccon2)n1-c1ccccc1,12%,2%,-12%,9%,8%,2,6%,4
CCc1ccc(NC(=O)c2cc(S(=O)(=O)N3CCCCCC3)ccc2F)cc1,29%,.,-2%,.,8%,2,.,.
COc1ccc(OC)c(CNC(=O)C2CCCN(S(=O)(=O)N3CC(C)CC(C)C3)C2)c1 (stereo unspecified),29%,0%,5%,-8%,9%,-1,8%,-11
O=[N+]([O-])c1ccc(OCCOCCOc2ccc([N+](=O)[O-])cc2)cc1,-18%,-3%,1%,4%,9%,-2,4%,-15
Cc1noc(C)c1S(=O)(=O)N1CCCC(C(=O)NCCc2ccccc2)C1 (stereo unspecified),4%,0%,-6%,-13%,8%,-17,-8%,0
COC(=O)C[C@H]1CC[C@@H](NC(=O)C2CC2)[C@@H](CO)O1,-13%,2%,18%,2%,-6%,4,8%,5
O=C(CN1CCN(c2ccccn2)CC1)Nc1nc2ccccc2s1,-17%,-6%,-9%,1%,-8%,10,2%,-3
O=C(CCS(=O)(=O)c1ccccc1)Nc1ccc(-c2nc3ccccc3s2)cc1,6%,0%,11%,-5%,-1%,-4,2%,-15
CCOC(=O)c1ccc(NC(=O)c2nc[nH]c2C(=O)NCCCNC(=O)c2[nH]cnc2C(=O)Nc2ccc(C(=O)OCC)cc2)cc1,-10%,-4%,?,3%,5%,12,4%,75
Cc1ccc(S(=O)(=O)N(C)C)cc1NC(=S)NCCCn1ccnc1,-6%,-3%,-2%,-6%,7%,-1,-3%,-2
CCOc1ccc(C(=O)Nc2ccc(NC(=O)c3cccs3)cc2)cc1[N+](=O)[O-],1%,-2%,13%,-6%,-2%,3,-2%,-19

# Part of the list above, with tabs:
Structure	FUS yeast rescue	aSyn yeast inh	TDP43 rescue	EPAC2 antag	Abeta rescue	DRD3 agonist	EPAC2 agonist	D3 antag
CN(C)S(=O)(=O)c1cccc(NC(=O)COc2ccc3ccccc3c2)c1	22µM*	13%	29%	1%	5%	0	15%	6
Cc1nnc(SCc2ccon2)n1-c1ccccc1	12%	2%	-12%	9%	8%	2	6%	4
CCc1ccc(NC(=O)c2cc(S(=O)(=O)N3CCCCCC3)ccc2F)cc1	29%	.	-2%	.	8%	2	.	.
COc1ccc(OC)c(CNC(=O)C2CCCN(S(=O)(=O)N3CC(C)CC(C)C3)C2)c1 (stereo unspecified)	29%	0%	5%	-8%	9%	-1	8%	-11

# (listing goes on)
SMILES,FUS yeast rescue,aSyn yeast inh,TDP43 rescue,EPAC2 antag,Abeta rescue,DRD3 agonist,EPAC2 agonist,D3 antag
CCOC(=O)CSc1nnc(-c2ccco2)n1C,3%,1%,-22%,12%,4%,22,-2%,9
CCOC(=O)c1ccc(N2C(=O)CC(Nc3ccc(CCO)cc3)C2=O)cc1 (stereo unspecified),34%,-4%,-10%,12%,7%,0,9%,-14
Cc1cc(N2CCN(c3nc(-c4ccccc4)cs3)CC2)c2ccccc2n1,34%,-2%,0%,5%,0%,0,4%,44
CCCCN(C(=O)c1ccc([N+](=O)[O-])o1)c1c(N)n(CC(C)C)c(=O)[nH]c1=O,.,1%,15%,-3%,5%,6,15%,-1
COc1ccc(/C(N)=N/OC(=O)c2ccc(C)c([N+](=O)[O-])c2)cc1OC,-19%,1%,-1%,10%,-6%,5,?,26
O=C(COC(=O)c1cc(-c2cccs2)nn1-c1ccccc1)Nc1ccc(F)c([N+](=O)[O-])c1,30%,-4%,-5%,5%[57.1 µM],-6%,-1,19%,4
CCOc1ccc(NS(=O)(=O)c2ccc3[nH]cc(C(=O)NCC4CCCO4)c(=O)c3c2)cc1 (stereo unspecified),21%&-4%,-4%,0%&0%,14%,5%&-1%,-2&3,2%,-55*
O=C(N1CCN(c2ccccc2)CC1)C(F)(F)C(F)(F)F,9%,1%,-21%,1%,14%,-22,1%,-19
CC(=O)NCCC(=O)N(Cc1ccccc1)c1nc2c(C)cccc2s1,41%,8%,-3%,-25%,-10%,0,23%,-14
CC(=O)OC1CC(n2ccc(NC(=O)c3ccccc3)nc2=O)OC1CO (stereo unspecified),-7%,-4%,-9%,1%,-1%,-19,-83%[inhibitor][15.6 µM],-23
